KDM5B inhibitor: inhibitors of human KDM5B histone demethylase | Q9UGL1 | KDM5B demethylase, FDH-coupled NADH fluorescence (FDH is formaldehyde dehydrogenase) | Potency, µM (doses to about 57.7 µM), without a hit: at the highest dose activity change, negative = inhibition, actives largely listed as inhibitors | AID 1347165 | hit rate 2.6% among 220,000; active = well fitted inhibition curve with a large enough effect; inconclusive = small, poorly fitted or top-dose-only effect; inactive = no such curve, though single readings can be large or run the other way; also: 0% is about no effect; nearly all actives have a fitted effect of over 70% in size
Target sequence (Q9UGL1 whole entry, looked up): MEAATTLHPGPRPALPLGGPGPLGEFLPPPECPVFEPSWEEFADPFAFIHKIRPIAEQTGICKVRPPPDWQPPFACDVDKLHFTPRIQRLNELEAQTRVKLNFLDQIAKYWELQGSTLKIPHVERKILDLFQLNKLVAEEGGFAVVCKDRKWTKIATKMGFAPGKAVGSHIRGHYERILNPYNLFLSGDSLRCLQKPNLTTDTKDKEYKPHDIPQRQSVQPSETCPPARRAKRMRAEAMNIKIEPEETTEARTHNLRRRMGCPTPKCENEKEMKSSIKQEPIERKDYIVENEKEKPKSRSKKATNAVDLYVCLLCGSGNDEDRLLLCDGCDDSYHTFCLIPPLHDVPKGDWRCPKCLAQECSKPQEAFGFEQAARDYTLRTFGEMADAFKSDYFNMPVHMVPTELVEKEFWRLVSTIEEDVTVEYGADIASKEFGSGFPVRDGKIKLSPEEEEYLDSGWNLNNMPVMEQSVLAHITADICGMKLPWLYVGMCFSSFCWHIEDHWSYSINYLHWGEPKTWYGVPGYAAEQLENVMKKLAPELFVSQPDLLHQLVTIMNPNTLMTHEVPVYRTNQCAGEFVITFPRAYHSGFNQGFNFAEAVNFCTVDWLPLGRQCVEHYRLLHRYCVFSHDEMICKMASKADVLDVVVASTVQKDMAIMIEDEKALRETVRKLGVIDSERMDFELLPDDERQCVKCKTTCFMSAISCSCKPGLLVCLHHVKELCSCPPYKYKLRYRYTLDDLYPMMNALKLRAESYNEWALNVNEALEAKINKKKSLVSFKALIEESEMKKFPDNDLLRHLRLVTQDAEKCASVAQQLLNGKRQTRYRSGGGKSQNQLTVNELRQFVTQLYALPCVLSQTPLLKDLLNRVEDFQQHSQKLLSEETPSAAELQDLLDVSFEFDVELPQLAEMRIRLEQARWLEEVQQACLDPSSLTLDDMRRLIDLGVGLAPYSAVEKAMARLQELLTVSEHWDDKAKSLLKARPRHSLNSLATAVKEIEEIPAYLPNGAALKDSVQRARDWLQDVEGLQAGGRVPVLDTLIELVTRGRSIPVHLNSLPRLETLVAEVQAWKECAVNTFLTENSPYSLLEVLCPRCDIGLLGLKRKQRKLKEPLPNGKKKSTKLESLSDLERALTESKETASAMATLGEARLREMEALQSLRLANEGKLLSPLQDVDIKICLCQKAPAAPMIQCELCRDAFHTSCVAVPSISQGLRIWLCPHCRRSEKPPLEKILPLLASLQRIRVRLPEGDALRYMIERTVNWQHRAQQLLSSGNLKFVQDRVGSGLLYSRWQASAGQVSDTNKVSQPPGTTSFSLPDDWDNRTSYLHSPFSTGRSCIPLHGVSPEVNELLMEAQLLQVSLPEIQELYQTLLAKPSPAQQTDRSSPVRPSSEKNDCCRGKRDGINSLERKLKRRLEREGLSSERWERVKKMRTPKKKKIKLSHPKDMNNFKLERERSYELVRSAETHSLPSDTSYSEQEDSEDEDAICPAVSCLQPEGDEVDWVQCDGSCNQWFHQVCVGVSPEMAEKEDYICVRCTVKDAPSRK
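Compound dilutions met 200 nM (final) KDM5BΔAP for 10 min at room temperature before substrate addition. The substrate mix held 12.5 µM H3K4me3 with cofactors 25 µM α-ketoglutarate and 50 µM Fe²⁺. NADH signal gain over 30 min defined activity.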
Starred values were filed as active, the others as inactive; u = inconclusive; [ ] = another dose, or the depositor's remark. Potency is read from the fitted curve at half-maximal effect.

KDM5B inhibitor	Molecule
u	O=C(CSc1nc(-c2ccco2)nc2ccccc12)N1CCCCCCC1
u	CCOC(=O)N1CCC(N2CCN(S(=O)(=O)c3ccc([N+](=O)[O-])cc3)CC2)CC1
13%	COc1ccc(C(=O)N2CCN(c3nc4cccnc4o3)CC2)cc1C#N
32%[activator]	COc1ccc(C(=O)N2C[C@@H](Oc3cccnc3)C[C@H]2C(N)=O)c(OC)n1
6%	N#Cc1nc(COc2ccc(F)cc2)oc1N1CCCC1
-10%	CCC1Oc2ccccc2N(CC(=O)NC2CCCCC2)C1=O (centres undefined)
8%	CN(Cc1ccccc1)C(=O)c1ccc(OCc2ccccc2)cc1
-3%	O=C(/C=C/c1ccc(OCCCF)cc1)N1CCN(Cc2ccccc2)CC1
9%	COc1ccc(C(=O)NC(=S)NCCO)cc1I
-9%	CCC1CN(C(=O)N2CCC(C(=O)NCc3ccccc3F)CC2)c2ccccc2O1 (centres undefined)
-11%	Cc1ccc(OCC(=O)N2CCN(c3cc(=O)n4nc(-c5ccccc5)sc4n3)CC2)c(C)c1
-1%	CCOc1ccc(/C=N/NC(=S)NC2CC3CC2C2C=CCC32)cc1 (centres undefined)
u	CC(C)c1ccc(OCC(=O)N(Cc2ccc(N(C)C)cc2)C2CCS(=O)(=O)C2)cc1 (centres undefined)
13%	COc1cc(Cl)c(NC(=O)CN(C)S(=O)(=O)c2ccc3c(c2)CCCC(=O)N3)c(OC)c1
-5%	O=C(NCc1ccc2c(c1)OCO2)C1COC2(CCCCC2)N1C(=O)Cc1cccs1 (centres undefined)
18%	O=C(Nc1ccccn1)c1ccc(C2SCCCS2)cc1
-40%	Cc1cccc2[nH]c(COCC(=O)N3CCc4c(nc[nH]c4=O)C3)nc12
-21%	CCOc1ccccc1CN1CCCCCCNC(=O)CC1
-10%	CC(C)N(Cc1ccccc1)c1ncnc2c1nnn2C
-3%	O=C(Nc1ccccc1-c1ccccc1)c1cc(F)c(F)cc1Cl
u	CCCN(CC1CC1)C(=O)CCC[C@@H]1[C@H]2CCCN3CCC[C@@H](CN1C(C)=O)[C@@H]23
2%[115 µM]	CN1C(=O)c2ccccc2CC12CCCN(C(=O)c1ccc(Cl)cc1)C2 (centres undefined)
-7%[86.2 µM]	O=C(Nc1ccncc1)C1=NO[C@@H]2CN(c3ccccc3)C[C@H]12
-11%	Cc1noc([C@@H]2CC(F)(F)CN2C(=O)c2ccc3c(c2)OCO3)n1
-49%	CC(=O)NC(Cc1ccccc1C)C(=O)NC1CCN(c2nnnn2-c2ccccc2)CC1 (centres undefined)
u	COc1ccc(C2Cn3nnc(-c4nc(-c5cccc(C(F)(F)F)c5)no4)c3CO2)cc1 (centres undefined)
u	COC[C@@]12CC[C@@H](N3CCOCC3)C[C@H]1CCN(c1nccc(N)n1)C2
15%	CCCC(=O)NCc1cc2c(nc1OC)CN(C1CCCC1)C2=O
28µM*	Cc1ccccc1NC(=O)CCc1ccnc(N2CCCC2)c1
12%	O=C(CN1CCCc2nc(C3CC3)ncc2C1=O)NCc1cccnc1
-5%	N#Cc1ccc(-c2ccc(OCC(=O)NC34CC5CC(CC(C5)C3)C4)cc2)cc1
-3%	O=C1CS/C(=N/N=C/c2c[nH]c3ccccc23)N1
-33%[86.2 µM]	Cc1ccc(-c2noc([C@@H]3C[C@@H](O)CN3Cc3cccnc3)n2)cc1F
2%	COCCN1C(=O)c2cccn2CC1CNC(=O)CN1CCCCCC1 (centres undefined)
u	COc1ccc([C@@H]2[C@@H](C(N)=O)C2(C#N)C#N)cc1
19%[115 µM]	O=C1NC(=NC2CCCCC2)C2(CCN(CC3CC3)C2)N1c1cccnc1 (centres undefined)
6%	CC(C)c1nn2c(=O)cc(COC(=O)c3ccccc3NC(=O)c3cccs3)nc2s1
u	CCc1ccc(N2CC(c3nnc(NC(=O)c4ccco4)s3)CC2=O)cc1 (centres undefined)
u	CCc1cccc(Nc2ccc3cc(S(=O)(=O)N4CCCC4)ccc3n2)c1
u	CCNC(=O)N1CCc2nc(N3CCN(C)CC3)sc2C1

Reprinted from the part before: two entries, followed by the next part.
KDM5B inhibitor	Molecule
u	CCc1cccc(Nc2ccc3cc(S(=O)(=O)N4CCCC4)ccc3n2)c1
u	CCNC(=O)N1CCc2nc(N3CCN(C)CC3)sc2C1
8%	O=C(CCc1ccccc1)Nc1ccc(Cl)c(C(F)(F)F)c1
u	CCCCN(C)CC(O)Cn1cc(/C=C/C(=O)c2ccc(OCC)cc2)c2ccccc21 (centres undefined)
9%	COc1ccc(NC(=O)c2oc3ccccc3c2NC(=O)c2cc(=O)c3c(C)cc(C)cc3o2)cc1
9%[230 µM]	C=CCNC(=O)c1cnn2c1CN(C(C)=O)CC2
21%	C#CCCN([C@H](C(=O)OC)C(C)CC)S(=O)(=O)c1ccccc1Br (some centres undefined)
-11%	O=C(Cn1cnc2ccccc2c1=O)Nc1nnc(SCc2ccc(Cl)cc2)s1
4%	COc1ccc(-n2nc(C3CCN(Cc4cccn4C)CC3)[nH]c2=O)cc1
-8%	COc1cccc(N2CC(C(=O)NCc3cccc(Cl)c3)NC2=O)c1 (centres undefined)
-8%	COCC1CN(C(C)=O)CC12CCN(C(=O)c1nn(C)c3ccccc13)CC2 (centres undefined)
u	CC1=NN(C(N)=S)C(=O)C1N=Nc1c(C)n(C)n(-c2ccccc2)c1=O (centres undefined)
-25%	CCOc1ccccc1NC(=O)N1CC[C@H]2C(=O)NCCCCCCN(Cc3ccncc3)[C@@H]2C1
23%	COCCNC(=O)CNC(=O)c1nn(-c2ccc(OC)cc2OC)c(=O)c2ccccc12
-10%	CCCNC(=O)Nc1cc(C(=O)NCc2cccc(OCC)c2)ccc1N1CCCC1
13µM*	O=C(c1nnc(CNc2ccccn2)n1-c1cccnc1)N1CCC[C@@H]1C(c1ccccc1)c1ccccc1
-3%	COc1cccc(Nc2nc3ccccc3nc2NS(=O)(=O)c2cccs2)c1
u	CCNC(=O)CN1CCCC(N2CCN(Cc3ccc4c(c3)OCO4)CC2)C1 (centres undefined)
21%	Cc1ccsc1C(=O)OCC(=O)NC(=O)NC1CCCC1
-4%	CCOC(=O)N1CCN(C(=O)C2CCCN(c3ncnc4c3nc3n4CCCCC3)C2)CC1 (centres undefined)
-5%	Cc1ccc(-c2cnc(CCC(=O)N3CCN(c4ccc([N+](=O)[O-])cc4)CC3)o2)cc1C
-2%	O=C(O)c1ccc(S(=O)(=O)NCC2CCCCC2)cc1
16%	CN(C(=O)CCc1c[nH]c2ccccc12)c1ccccc1
u	COC(=O)[C@@H]1Cc2c([nH]c3ccccc23)[C@H]2C[C@@H](N3CCOCC3)C[C@@H](c3ccc(OC(F)(F)F)cc3)N21
6%	Cc1nc(N2CCOCC2)c2c(C(=O)N3CCN(c4cccc(C(F)(F)F)c4)CC3)c(C)oc2n1
-6%	CNc1c(NC(=O)c2cccc(Cl)c2)c(=O)oc2ccccc12
-16%	Cc1ccccc1C(=O)N1CCC(c2nc(-c3ccc(S(=O)(=O)N4CCCC4)cc3)no2)CC1
5%[115 µM]	CCc1cn(C[C@@H](C(=O)O)N(CC)CC)c(=O)[nH]c1=O
5%	CCOc1ccc(N(CC)C(=O)C2CCN(S(=O)(=O)c3cccc4nonc34)CC2)cc1
u	Cc1nc(N2CCCC2)ncc1C(=O)Nc1ccc(F)cc1F
u	Cc1ccc(C2C3=C(CC(C)(C)CC3=O)Nc3c2c(=O)[nH]c(=O)n3C)cc1 (centres undefined)
u	Cc1ccc(NC(=O)CSc2nnc(-c3cc4occc4n3C)n2-c2ccccc2C)c(Cl)c1
6%	c1ccc(COc2ccccc2Cc2nc(-c3cccnn3)no2)cc1
-24%[86.2 µM]	Cc1oc(C(O)c2ccccc2F)nc1C(=O)Nc1ccc(N2CCOCC2)cc1 (centres undefined)
-1%	COCCNC(=O)C1c2ccccc2C(=O)N(Cc2ccccc2)C12CCCC2 (centres undefined)
8%	CCOc1ccccc1CNC(=O)CC(C)n1nc(C)cc1C (centres undefined)
-10%	CC(C)n1ncc2c(C(=O)Nc3ccccc3F)c3c(nc21)CCC3
16%	COc1ccc(-c2ccccc2)cc1N1C(=O)[C@@H]2C[C@H]1CN2C(=O)C(C)(C)C
17%	Cn1c(N2CCCCC2)nc2c1c(=O)n(Cc1cccc(Cl)c1)c(=O)n2C
u	CC(=O)N1CCC(C(=O)NCc2cc3n(n2)CCN(C2CCCCC2)C3)CC1
2%	COc1ccc(C(Nc2ccccn2)c2c(NC(=O)c3ccccc3)sc(C)c2C)cc1OC (centres undefined)
25%	O=C(O)c1ccc(NCc2ccc(Cl)cc2)cc1
-15%	COc1cccc(CC(=O)Nc2ccc3c(c2)CN(CCc2ccccc2)C(=O)C(C)O3)c1 (centres undefined)
-13%	O=C(NCc1ccccc1)c1nc(-c2ccc3[nH]ccc3c2)no1
u	CN1CC(=O)N(C2CCNCC2)Cc2c(NCCN3CCOCC3)ncnc21
-27%	CCn1cc(-c2ccc(Cl)cc2)cc1C(=O)NCc1ccncc1
-3%	Cc1nsc(N)c1C(=O)OCc1csc(-c2ccccc2)n1
-9%	Cc1oc2ncnc(N3CCCCC3)c2c1C(=O)N1CCN(c2cccc(Cl)c2)CC1
5%	CCCn1c(-n2nc(C)c(C)c2C)nc2c1c(=O)n(CCN1CCCCC1)c(=O)n2C
3%	CCOc1c([N+](=O)[O-])cc2c(C)c(C(=O)N3CCN(C)CC3)oc2c1OCC
9%	CN(C)C(CNC(=O)CCc1ncc(-c2c(F)cccc2F)o1)c1ccco1 (centres undefined)
24%	COc1cc(/C(Cl)=N/O)cc(OC)c1OC
-10%	Cc1cccc(OCC(=O)OCC(=O)Nc2ccc(Cl)cn2)c1
20%	Cc1nn(C)c(C)c1Nc1ccc(S(=O)(=O)NC(C)C)cc1[N+](=O)[O-]
-5%	CCOc1ccc(NC(=O)CCS(=O)(=O)c2ccc(Br)s2)cc1
u	N#Cc1nc(/C=C/c2ccc(F)cc2)oc1NCc1ccc2c(c1)OCO2
-29%	CCN(CC(=O)Nc1ccccc1OC)C(=O)c1cc(=O)c2cc(C)ccc2o1
u	COC(=O)C1=CN(c2ccc(F)cc2)C=C(C(=O)OC)C1c1ccc(O)cc1

Further structures
KDM5B inhibitor	Molecule
19%	O=C(O)c1nn(CC(=O)N2CCCCCCC2)c(=O)c2ccccc12
u	CN1CCN(NS(=O)(=O)c2ccc(Cl)cc2)CC1
-25%	COC(=O)c1ccc(COc2ccc3c(-c4ccc(F)cc4)noc3c2)cc1
12%	CC(=O)NC1=NN(C(C)=O)C2(S1)C(=O)N(CCOc1ccccc1)c1c(Cl)cccc12 (centres undefined)
u	CN(C)c1ccc(NC(=O)Cn2cc(S(=O)(=O)Cc3ccccc3Cl)c3ccccc32)cc1
-15%	CC(C)CNC(=O)C1=CC(c2ccc3c(c2)OCO3)=NS(=O)(=O)N1C
-21%	O=C(CSc1nc2nccnc2c(=O)n1CCc1c[nH]c2ccccc12)Nc1ccccc1F
u	Cc1n[nH]c(C)c1CNC(=O)C1CCCN(C2CCN(C(=O)C3CC3)CC2)C1 (centres undefined)
11%	O=C(c1ccnnc1)N1CC(F)(F)C[C@H]1c1nc(-c2ccncc2)no1
39%[activator]	Cc1ccc(NC(=O)N2CCCC2c2nncn2-c2ccccc2)cc1C (centres undefined)
20%	CC(C)C(=O)NC(C)c1ccc2c(c1)CCCC2 (centres undefined)
u	Cc1cccc(OCC2(CNC(=O)c3ccc(F)cc3)C[C@@H](O)[C@@H](O)C2)n1 (some centres undefined)
-14%	Cn1c(SCc2ccc(C(F)(F)F)cc2)nc2c([nH]c3ccccc32)c1=O
-4%	O=C(c1cn(Cc2ccccc2)nc1-c1ccc(Cl)cc1)N1CCN(c2ccccn2)CC1

As a short view, 20 of the compounds above.
KDM5B inhibitor	Molecule
-10%	Cc1cccc(OCC(=O)OCC(=O)Nc2ccc(Cl)cn2)c1
20%	Cc1nn(C)c(C)c1Nc1ccc(S(=O)(=O)NC(C)C)cc1[N+](=O)[O-]
-5%	CCOc1ccc(NC(=O)CCS(=O)(=O)c2ccc(Br)s2)cc1
u	N#Cc1nc(/C=C/c2ccc(F)cc2)oc1NCc1ccc2c(c1)OCO2
-29%	CCN(CC(=O)Nc1ccccc1OC)C(=O)c1cc(=O)c2cc(C)ccc2o1
u	COC(=O)C1=CN(c2ccc(F)cc2)C=C(C(=O)OC)C1c1ccc(O)cc1
19%	O=C(O)c1nn(CC(=O)N2CCCCCCC2)c(=O)c2ccccc12
u	CN1CCN(NS(=O)(=O)c2ccc(Cl)cc2)CC1
-25%	COC(=O)c1ccc(COc2ccc3c(-c4ccc(F)cc4)noc3c2)cc1
12%	CC(=O)NC1=NN(C(C)=O)C2(S1)C(=O)N(CCOc1ccccc1)c1c(Cl)cccc12 (centres undefined)
u	CN(C)c1ccc(NC(=O)Cn2cc(S(=O)(=O)Cc3ccccc3Cl)c3ccccc32)cc1
-15%	CC(C)CNC(=O)C1=CC(c2ccc3c(c2)OCO3)=NS(=O)(=O)N1C
-21%	O=C(CSc1nc2nccnc2c(=O)n1CCc1c[nH]c2ccccc12)Nc1ccccc1F
u	Cc1n[nH]c(C)c1CNC(=O)C1CCCN(C2CCN(C(=O)C3CC3)CC2)C1 (centres undefined)
11%	O=C(c1ccnnc1)N1CC(F)(F)C[C@H]1c1nc(-c2ccncc2)no1
39%[activator]	Cc1ccc(NC(=O)N2CCCC2c2nncn2-c2ccccc2)cc1C (centres undefined)
20%	CC(C)C(=O)NC(C)c1ccc2c(c1)CCCC2 (centres undefined)
u	Cc1cccc(OCC2(CNC(=O)c3ccc(F)cc3)C[C@@H](O)[C@@H](O)C2)n1 (some centres undefined)
-14%	Cn1c(SCc2ccc(C(F)(F)F)cc2)nc2c([nH]c3ccccc32)c1=O
-4%	O=C(c1cn(Cc2ccccc2)nc1-c1ccc(Cl)cc1)N1CCN(c2ccccn2)CC1

Source: PubChem BioAssay

This is a subset. The share of hits here may be higher or lower than overall.
